rCAG RNA binder: binders of r(CAG) RNA repeats, primary screen, biochemical, fluorescence. actives 1.3% (n = 370,000). AID 651821, 2012. r(CAG) RNA repeat, TO-PRO-1 dye displacement fluorescence. inhibition, % at 3 µM;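 active = inhibition above the plate cutoff, the mean of all test compounds on that plate plus 3 SD, cut at about 35% in these data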;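 also: 0% = DMSO alone and 100% = 100 µM mitoxantrone as full dye displacement; higher means more dye released from RNA so lower well fluorescence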
PRMT1 FP inh: PRMT1 methyltransferase inhibitors, primary screen, biochemical, fluorescence polarization; recombinant PRMT1, activity-based probe fluorescence polarization; inhibition, % at 2.79 µM; actives 1.3% (n = 370,000);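 active = inhibition above about 21% made by adding two undisclosed values, limit read from the data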
MBD2 inh: inhibitors of MBD2 binding to methylated DNA, primary screen, biochemical, TR-FRET, DNA-binding domain, human; inhibition, % at 4.4 µM; actives 0.31% (n = 370,000); MBD2 binding to methylated oligonucleotide; Methyl-CpG-binding domain protein 2 (Homo sapiens), Q9UBB5; in the data active = inhibition above about 13%
Target sequence (Q9UBB5 whole entry, looked up, the tested form may be a part): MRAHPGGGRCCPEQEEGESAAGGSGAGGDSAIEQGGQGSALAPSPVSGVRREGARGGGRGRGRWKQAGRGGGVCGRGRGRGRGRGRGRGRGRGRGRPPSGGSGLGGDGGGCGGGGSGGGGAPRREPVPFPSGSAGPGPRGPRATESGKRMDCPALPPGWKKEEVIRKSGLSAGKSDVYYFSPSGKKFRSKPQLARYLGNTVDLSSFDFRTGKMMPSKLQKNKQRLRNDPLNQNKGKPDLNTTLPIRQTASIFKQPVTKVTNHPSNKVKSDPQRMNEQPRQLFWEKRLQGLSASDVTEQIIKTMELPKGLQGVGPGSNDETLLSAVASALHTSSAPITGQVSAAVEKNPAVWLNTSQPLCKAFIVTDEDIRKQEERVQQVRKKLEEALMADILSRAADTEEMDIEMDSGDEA
HTRA1 inhibitor: HTRA1 serine protease inhibitors, primary screen, biochemical, fluorescence polarization, HTS. Q92743. recombinant HTRA1, FP-rhodamine activity-based probe. inhibition, % at 5.96 µM. actives 0.5% (n = 340,000). AID 504803, 2011; in the data active = inhibition above about 36%;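 also: 0% = enzyme with DMSO and 100% = wells lacking enzyme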
NR1D1 modulator: modulators of Rev-erb alpha DNA binding, primary screen, biochemical, FITC-DNA, fluorescence polarization, uHTS. activity, % at 10 µM. Rev-erbα–FITC-DNA binding, 90 min. actives 0.79% (n = 370,000);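 active = activity above about 14%, limit read from the data; passing the limit was not always enough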;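 also: 0% = DMSO wells with 35 nM protein and 100% = DMSO wells with 750 nM protein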
UHRF1 binding: UHRF1 methylated DNA binding inhibitors, primary screen, counter-screen for MBD2 inhibitor project, biochemical, TR-FRET, human UHRF1, single concentration; actives 0.75% (n = 370,000); AID 687016, 2013; UHRF1 binding to methylated oligo; inhibition, % at 4.4 µM; E3 ubiquitin-protein ligase UHRF1 (Homo sapiens), Q96T88; in the data active = inhibition above about 21%;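 also: UHRF1 SRA domain binding a hemimethylated CpG hairpin DNA probe; 0% = median of test compound wells and 100% = reference inhibitor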
LEDGF integ inh: blockers of LEDGF/p75-dependent integrase strand transfer – biochemical, TR-FRET, high throughput, primary screen; HIV-1 integrase (with human LEDGF/p75); TR-FRET IN-LEDGF/p75 DNA integration, Eu/Cy5; inhibition, % at 3.7 µM; actives 0.64% (n = 370,000); AID 743269, 2014;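 active = inhibition above the screen-wide mean plus 3 SD, cut at about 13% in these data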;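 also: signal is the Cy5 over europium emission ratio at 671 and 618 nm; 0% = plate median of compound wells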
ABHD4 inh: ABHD4 inhibitors, primary screen, biochemical, fluorescence polarization, mouse; purified mABHD4, FP-Rh probe fluorescence polarization; inhibition, % at 8.92 µM; actives 0.54% (n = 370,000);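 active = inhibition exceeding the mean over every tested compound plus 3 SD, cut at about 30% in these data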;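 also: 0% = plate median of compound wells and 100% = S159A mutant with DMSO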
Target sequence (Q8VD66 whole entry, looked up): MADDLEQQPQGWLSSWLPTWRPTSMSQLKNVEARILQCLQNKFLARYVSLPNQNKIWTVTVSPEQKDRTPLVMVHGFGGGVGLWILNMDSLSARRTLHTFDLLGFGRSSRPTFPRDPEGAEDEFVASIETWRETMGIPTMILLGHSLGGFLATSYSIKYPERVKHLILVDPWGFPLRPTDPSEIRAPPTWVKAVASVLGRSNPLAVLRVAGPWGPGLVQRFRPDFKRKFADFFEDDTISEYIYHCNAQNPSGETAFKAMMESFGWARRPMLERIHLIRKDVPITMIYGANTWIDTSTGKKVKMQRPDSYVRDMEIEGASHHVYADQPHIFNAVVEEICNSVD
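Assay system: wild-type mouse ABHD4 protein; compound: single nominal dose of 8.92 µM, 0.89% DMSO final; schedule: 45 min + 60 min at 25 °C; measured by: FP readout, ex 525 nm / em 598 nm; evaluation: % inhibition of FP-Rh probe binding versus controls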
TCR-CD3 inh: inhibitors of human TCR-CD3 interaction, primary screen, biochemical, fluorescence, TAMRA-labeled TCR probe | T-cell receptor (TCR) | AID 651800, 2012 | inhibition, % at 9.4 µM | actives 0.37% (n = 360,000); in the data active = inhibition above about 19%;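 also: recombinant mutant TCR 2C K166C tagged with TAMRA read by polarization; 0% = receptor in buffer alone and 100% = receptor with positive control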
PG9 binder: binders of HIV-1 gp120 antibody PG9, primary screen, biochemical, TR-FRET; TR-FRET gp120-PG9 antibody binding; inhibition, % at 6.7 µM; actives 0.43% (n = 360,000); AID 624416, 2012; in the data active = inhibition above about 8.5%
Starred values were filed as active, the others as inactive; · = no result given; & = joins results of further samples.

Screens by letter – A = rCAG RNA binder; B = PRMT1 FP inh; C = MBD2 inh; D = HTRA1 inhibitor; E = NR1D1 modulator; F = UHRF1 binding; G = LEDGF integ inh; H = ABHD4 inh; I = TCR-CD3 inh; J = PG9 binder
O=C(/C=C/c1ccc(Br)cc1)NC(=S)N1C[C@H]2C[C@H](C1)c1cccc(=O)n1C2
  A: 2.7 | B: 8.0 | C: 4.0 | D: -2.6 | E: -4.5 | F: -2.2 | G: -2.2 | H: -2.6 | I: -0.4 | J: -1.7

COP(=O)(OC)C(NC(C)=O)C(Cl)(Cl)Cl (stereo not drawn)
  A: 3.1 | B: 1.3 | C: -0.2 | D: -2.6 | E: -0.3 | F: 4.0 | G: 7.1 | H: 1.1 | I: -9.2 | J: -2.9

O=C(COC(=O)Cc1ccccc1)NC12CC3CC(CC(C3)C1)C2
  A: -8.2 | B: 3.1 | C: 0.2 | D: -3.8 | E: -1.9 | F: 2.9 | G: 1.6 | H: 1.6 | I: -5.0 | J: -1.3

Cn1c(=O)n(C)c2cc([N+](=O)[O-])c(N3CCNCC3)cc21
  A: 0.0 | B: 0.0 | C: -20.1 | D: 3.5 | E: 2.6 | F: -11.4 | G: -2.8 | H: 3.9 | I: -4.4 | J: -0.6

CN1CCN(c2ccc([N+](=O)[O-])c(N)c2)CC1
  A: -2.5 | B: -1.4 | C: -10.0 | D: -1.1 | E: -1.4 | F: -10.4 | G: -2.8 | H: 4.7 | I: 6.5 | J: -0.7

CC(C)C(=O)Nc1nnc(CCN(CCc2nnc(NC(=O)C(C)C)s2)[N+](=O)[O-])s1
  A: 2.1 | B: -4.3 | C: 0.7 | D: 8.9 | E: 3.7 | F: -1.6 | G: 2.9 | H: 1.7 | I: 2.5 | J: -0.3

CC(=O)Nc1ccc(CC(=O)N2CCN(Cc3ccccc3)CC2)cc1
  A: -1.0 | B: 2.0 | C: 5.2 | D: 0.1 | E: -0.7 | F: -0.8 | G: -3.1 | H: 0.6 | I: -4.5 | J: -1.7

CN1C(=O)C(C2c3ccccc3C(=O)N2Cc2ccc([N+](=O)[O-])cc2)C(=O)N(C)C1=O (stereo not drawn)
  A: 3.9 | B: -0.6 | C: -1.5 | D: 5.9 | E: 2.9 | F: -0.7 | G: -2.1 | H: 0.8 | I: -0.6 | J: 1.8

COc1ccc(C(=O)C(C)(C)NO)cc1
  A: 4.2 | B: 16.2 | C: 3.3 | D: -2.4 | E: -1.4 | F: 0.3 | G: -3.6 | H: -1.9 | I: -2.9 | J: 0.8

CN(C)C(=O)Oc1ccc(Br)cc1C(=O)Nc1ccc(F)c(Cl)c1
  A: -3.1 | B: -2.5 | C: 3.2 | D: 3.0 | E: -4.0 | F: -3.4 | G: -1.8 | H: -10.8 | I: 5.0 | J: 1.7

CCc1nnc(NC(=O)CCc2nc(C3=CCN(C)CC3)no2)s1
  A: -0.4 | B: -0.5 | C: 1.2 | D: 4.3 | E: 1.3 | F: 1.5 | G: 4.7 | H: -4.1 | I: -0.7 | J: -1.4

CCOP(=S)(OCC)Oc1cc(C)nc(C(C)C)n1
  A: 0.9 | B: -1.2 | C: 1.6 | D: 1.5 | E: 2.5&-0.4 | F: -1.6 | G: 1.3 | H: 0.0 | I: -3.6 | J: -1.2

CC[C@@H]1C[C@H]2CC[C@H](O2)[C@H](C)C(=O)O[C@@H](C)C[C@@H]2CC[C@@H](O2)[C@@H](C)C(=O)O[C@H](C)C[C@H]2CC[C@H](O2)[C@H](C)C(=O)O[C@@H](C)C[C@@H]2CC[C@@H](O2)[C@@H](C)C(=O)O1
  A: 1.7 | B: -1.1 | C: 3.4 | D: · | E: -4.1 | F: -1.9 | G: -0.9 | H: -3.2 | I: 2.1 | J: 0.8

O=C(c1cccc2ccccc12)C1CCCN(Cc2ccon2)C1 (stereo not drawn)
  A: -2.5 | B: 0.7 | C: -0.1 | D: -6.6 | E: 0.5 | F: -1.7 | G: 5.1 | H: -0.9 | I: -1.2 | J: -0.6

Cc1ccc(CN2C(=O)NC(=O)C3(Cc4c(nc5ccccn5c4=O)N4CCCCCC43)C2=O)cc1 (stereo not drawn)
  A: -2.6 | B: -2.9 | C: 5.4 | D: -0.7 | E: -3.6 | F: 2.9 | G: -0.4 | H: 6.5 | I: -1.8 | J: 1.3

CCC(C)C1NC(=O)C(C(C)=O)=C1O (stereo not drawn)
  A: 2.4 | B: 3.6 | C: 4.0 | D: 1.6 | E: -7.5 | F: -4.1 | G: -2.9 | H: -8.0 | I: 1.8 | J: 1.1

Cc1c(O)ccc(C(=O)CN2CC(C)OC(C)C2)c1O (stereo not drawn)
  A: -1.2 | B: 1.0 | C: -3.8 | D: -3.9 | E: -0.7 | F: -2.7 | G: 1.6 | H: -1.3 | I: 8.1 | J: -5.6

O=C(CN1C(=O)[C@@H](Cc2ccc(O)cc2)N=C(c2ccccc2)c2ccccc21)NC1CCCCC1
  A: 4.1 | B: -1.1 | C: -3.4 | D: · | E: 5.0 | F: -1.0 | G: 0.2 | H: -11.9 | I: · | J: ·

CC(=NCc1ccco1)c1c(O)n(-c2ccc(C)cc2)c(=O)[nH]c1=O
  A: -0.9 | B: -0.4 | C: 0.5 | D: 4.7 | E: -0.2 | F: 0.2 | G: 2.4 | H: 8.0 | I: 1.0 | J: -4.5

C[C@]12CC[C@H](O)C[C@H]1CC[C@@H]1[C@@H]2C[C@@H](O)[C@]2(C)[C@@H](C3=CC(=O)OC3)CC[C@]12O
  A: 2.0 | B: -2.8 | C: 1.6 | D: 1.9 | E: -1.5 | F: 4.2 | G: 1.2 | H: -3.1 | I: -2.2 | J: -1.6

c1ccc2c(c1)Sc1ccccc1N2CC1CN2CCC1CC2 (stereo not drawn)
  A: 10.8 | B: 7.1 | C: 9.4 | D: 14.9 | E: -6.3&-6.6 | F: 3.2 | G: -6.0 | H: -19.9 | I: -2.0 | J: -1.4

CC1(C)C(C(=O)N2CCN(c3ccc(Cl)cc3)CC2)C1(C)C
  A: -8.6 | B: -0.1 | C: -2.4 | D: -6.7 | E: 7.1 | F: -1.1 | G: -5.3 | H: 0.3 | I: 3.8 | J: 0.6

Cc1cccc(OP(=O)(Oc2ccccc2)OC(c2ccccc2)C(F)(F)F)c1 (stereo not drawn)
  A: -0.5 | B: 0.0 | C: 12.2 | D: -17.9 | E: 7.7 | F: 14.9 | G: -1.5 | H: 12.2 | I: 2.9 | J: -1.6

CCC(CC)NCc1c[nH]c2ccccc12
  A: -4.5 | B: -4.5 | C: 0.4 | D: 0.8 | E: 4.0 | F: -2.4 | G: 0.4 | H: 3.8 | I: 5.2 | J: 0.8

CCOC(=O)c1c(-c2ccc(OC)cc2)oc2ccc(OC(=O)N(C)C)cc12
  A: -4.7 | B: -2.5 | C: 0.5 | D: -33.8 | E: · | F: -3.3 | G: -2.0 | H: -9.7 | I: 8.1 | J: 2.6

O=c1[nH]c(O)c(N=Nc2ccc([N+](=O)[O-])cc2)c(=O)[nH]1
  A: -1.2 | B: -1.0 | C: -1.2 | D: -0.1 | E: -3.2 | F: -0.7 | G: 3.2 | H: 7.5 | I: 5.8 | J: -1.3

Reformatted: ten of the compounds above.
Every second line gives: rCAG RNA binder	PRMT1 FP inh	MBD2 inh	HTRA1 inhibitor	NR1D1 modulator	UHRF1 binding	LEDGF integ inh	ABHD4 inh	TCR-CD3 inh	PG9 binder
O=C(/C=C/c1ccc(Br)cc1)NC(=S)N1C[C@H]2C[C@H](C1)c1cccc(=O)n1C2
    2.7	8.0	4.0	-2.6	-4.5	-2.2	-2.2	-2.6	-0.4	-1.7
COP(=O)(OC)C(NC(C)=O)C(Cl)(Cl)Cl (stereo not drawn)
    3.1	1.3	-0.2	-2.6	-0.3	4.0	7.1	1.1	-9.2	-2.9
O=C(COC(=O)Cc1ccccc1)NC12CC3CC(CC(C3)C1)C2
    -8.2	3.1	0.2	-3.8	-1.9	2.9	1.6	1.6	-5.0	-1.3
Cn1c(=O)n(C)c2cc([N+](=O)[O-])c(N3CCNCC3)cc21
    0.0	0.0	-20.1	3.5	2.6	-11.4	-2.8	3.9	-4.4	-0.6
CN1CCN(c2ccc([N+](=O)[O-])c(N)c2)CC1
    -2.5	-1.4	-10.0	-1.1	-1.4	-10.4	-2.8	4.7	6.5	-0.7
CC(C)C(=O)Nc1nnc(CCN(CCc2nnc(NC(=O)C(C)C)s2)[N+](=O)[O-])s1
    2.1	-4.3	0.7	8.9	3.7	-1.6	2.9	1.7	2.5	-0.3
CC(=O)Nc1ccc(CC(=O)N2CCN(Cc3ccccc3)CC2)cc1
    -1.0	2.0	5.2	0.1	-0.7	-0.8	-3.1	0.6	-4.5	-1.7
CN1C(=O)C(C2c3ccccc3C(=O)N2Cc2ccc([N+](=O)[O-])cc2)C(=O)N(C)C1=O (stereo not drawn)
    3.9	-0.6	-1.5	5.9	2.9	-0.7	-2.1	0.8	-0.6	1.8
COc1ccc(C(=O)C(C)(C)NO)cc1
    4.2	16.2	3.3	-2.4	-1.4	0.3	-3.6	-1.9	-2.9	0.8
CN(C)C(=O)Oc1ccc(Br)cc1C(=O)Nc1ccc(F)c(Cl)c1
    -3.1	-2.5	3.2	3.0	-4.0	-3.4	-1.8	-10.8	5.0	1.7

Screening results (PubChem BioAssay)

Some of the compounds tested, so the mix of outcomes need not match the whole.
